MEX-5 binding = C. elegans MEX-5 TCR-2 RNA binding activity. activity score (negative = inhibition of binding), % at 10 µM. MEX-5/FITC-TCR2 RNA binding, fluorescence polarization; stronger effect = lower value. actives 0.38% (n = 300,000). Q9XUB2;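 active means inhibition past about -25% in most replicates, and total fluorescence under double the plate's negative control median, limit read from the data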;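 further: 0% = DMSO and -100% = 5 µM competing unlabeled TCR2 RNA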
CIT2 TOR yeast = yeast TOR pathway CIT2-GFP modulation; S. cerevisiae CIT2-GFP strain, flow cytometry, 3 h; 100 means same as DMSO wells; GFP response vs DMSO, % at 10 µM; actives 0.065% (n = 320,000);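 active means GFP response relative to DMSO above a set limit, near the screen mean plus 3 SD, cut at about 150% in these data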;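 further: ratio of well median GFP fluorescence to mean of DMSO wells on the plate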
AGP1 TOR yeast = yeast TOR pathway AGP1-GFP modulation; GFP response vs DMSO, % at 10 µM; actives 0.02% (n = 320,000); S. cerevisiae AGP1-GFP multiplex flow cytometry, 3 h; GFP as percent of DMSO wells;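 active means GFP response relative to DMSO above a set limit, near screen average plus 3 SD, cut at about 150% in these data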;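 further: median GFP channel fluorescence of the gated AGP1 strain per well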
VLA-4 inh = inhibition in a human VLA-4 binding assay. VLA-4 expressing cells, ligand binding flow cytometry. actives 0.2% (n = 330,000). P13612. inhibition, % (about 7 µM as worked out from the volumes in the protocol); in the data active means inhibition above about 50%
BCLXL inh = Bcl-xL (human) inhibition | actives 0.7% (n = 320,000) | inhibition, % at 10.9 µM | Q07817 | GST-Bcl-xL / FITC-Bim BH3 peptide fluorescence polarization;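 active means inhibition above the mean of all tested compounds plus 3 SD, cutoff set per campaign, cut at about 30% in these data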;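 further: 0% = DMSO wells and 100% = unlabeled Bim-BH3 peptide competitor; inhibitors lower millipolarization by displacing the labeled peptide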
Target sequence (Q07817 whole entry, looked up): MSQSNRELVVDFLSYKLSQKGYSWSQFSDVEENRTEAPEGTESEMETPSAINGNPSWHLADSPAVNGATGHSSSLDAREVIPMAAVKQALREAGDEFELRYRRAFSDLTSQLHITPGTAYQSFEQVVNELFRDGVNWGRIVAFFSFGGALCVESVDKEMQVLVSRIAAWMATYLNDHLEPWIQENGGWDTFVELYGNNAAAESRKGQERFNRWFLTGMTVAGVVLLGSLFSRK
GRK2 aptamer HTS = human GRK2 inhibition via aptamer displacement. actives 0.59% (n = 330,000). inhibition of aptamer binding, % at 10 µM. AID 488847. P25098. bead flow cytometry, FAM-aptamer displacement from GRK2;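 active means inhibition of aptamer binding above 40%, roughly 3 SD of noise, on plates passing a quality check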;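 further: median bead fluorescence of bound FAM aptamer so fluorescent compounds give negative values; no value below 0 was filed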
GLD-1 RNA inh = GLD-1-TGE RNA interaction inhibition (C. elegans). AID 2280. purified GLD-1 + fluorescein TGE RNA, fluorescence polarization. actives 0.44% (n = 320,000). Q17339. inhibition, % at 5.96 µM;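 active means percent inhibition above a per-plate cutoff, the plate mean of test compounds plus 3 SD, cut at about 30% in these data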;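 further: 0% = DMSO wells with GLD-1 and probe and 100% = wells lacking GLD-1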
Target sequence (Q17339 whole entry, looked up): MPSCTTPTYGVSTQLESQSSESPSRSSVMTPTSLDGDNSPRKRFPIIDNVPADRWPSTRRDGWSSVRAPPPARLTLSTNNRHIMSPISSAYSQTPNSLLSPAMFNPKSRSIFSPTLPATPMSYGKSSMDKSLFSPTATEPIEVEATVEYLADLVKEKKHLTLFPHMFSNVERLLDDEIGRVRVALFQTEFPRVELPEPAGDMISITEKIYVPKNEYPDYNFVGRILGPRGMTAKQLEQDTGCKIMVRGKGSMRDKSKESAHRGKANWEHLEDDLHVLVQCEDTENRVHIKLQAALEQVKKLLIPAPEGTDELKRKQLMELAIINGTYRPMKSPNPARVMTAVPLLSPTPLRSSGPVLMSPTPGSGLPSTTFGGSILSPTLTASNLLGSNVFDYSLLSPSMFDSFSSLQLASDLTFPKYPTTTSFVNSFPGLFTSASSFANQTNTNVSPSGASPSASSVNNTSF
Yeast superoxide = lowers age-related superoxide in aged yeast cells | AID 2690 | actives 0.18% (n = 330,000) | S. cerevisiae aged cells, superoxide DHE fluorescence; stronger effect = lower value | superoxide response (% of plate mean), % at 10 µM;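 active means superoxide response under a set limit, about three screen SD below normal, cut at about 65% in these data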;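 further: yeast aged for seven days with compound at 30 °C before DHE staining; 100% = average MFI of all compound-treated wells on the plate with controls excluded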
MCL1 BIM primary = disrupts human MCL1 binding to BIM-BH3 peptide | Q07820 | GST-MCL1 / FITC-Bim-BH3 fluorescence polarization | inhibition, % at 10.9 µM | actives 0.68% (n = 320,000) | AID 2057;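 active means inhibition above the mean inhibition of all tested compounds plus 3 SD, set per campaign, cut at about 40% in these data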;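 further: 0% = DMSO wells and 100% = unlabeled Bim-BH3 peptide control; higher means more loss of mP so more displacement of Bim peptide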
Target sequence (Q07820 whole entry, looked up): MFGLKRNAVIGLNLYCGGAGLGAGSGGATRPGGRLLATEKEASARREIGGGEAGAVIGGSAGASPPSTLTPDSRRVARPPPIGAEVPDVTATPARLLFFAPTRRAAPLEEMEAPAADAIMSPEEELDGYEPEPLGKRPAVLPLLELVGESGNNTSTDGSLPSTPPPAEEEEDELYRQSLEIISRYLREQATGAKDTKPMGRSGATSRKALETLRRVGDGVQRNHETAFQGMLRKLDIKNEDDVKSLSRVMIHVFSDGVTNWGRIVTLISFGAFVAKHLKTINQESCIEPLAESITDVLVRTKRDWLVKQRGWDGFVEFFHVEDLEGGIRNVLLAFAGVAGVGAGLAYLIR
Active calls of the source: *; x = no result given. No enrichment for hits. Share with any hit: about 2.1%.

#	compound	MEX-5 binding	CIT2 TOR yeast	AGP1 TOR yeast	VLA-4 inh	BCLXL inh	GRK2 aptamer HTS	GLD-1 RNA inh	Yeast superoxide	MCL1 BIM primary
1	COc1ccc(C(=O)Nc2nnc(C3=COCCO3)o2)cc1	-1.8	92	99	32	-1	2	7	97	-1
2	O=C(CSCc1c[nH]c(=O)[nH]c1=O)OCC(=O)c1ccc(Br)cc1	-5.8	107	103	4	5	0	2	94	1
3	Cc1nnc(SC(C)C(=O)Nc2ccc(S(=O)(=O)NC3CCCCC3)cc2)s1 (centres undefined)	-0.8	100	107	10	1	0	-6	113	-7
4	O=C1C=CC(=O)N1Nc1ccc(Br)cc1	x	113	116	1	-1	3	4	98	0
5	N#Cc1ccccc1OCC(=O)OCC(=O)N1CCN(C(=O)c2ccco2)CC1	-1.8	109	76	8	4	0	0	94	3
6	Cc1ccc(OC(C)C(=O)N2CC(=O)Nc3ccccc32)c(C)c1 (centres undefined)	2.2	109	102	-9	3	0	9	113	3
7	Fc1ccc2nc(-c3ccccc3)nc(SCc3nnc(-c4ccccc4)o3)c2c1	1.9	105	104	7	5	2	5	89	7
8	CCOc1ccc(S(=O)(=O)NC(Cc2c[nH]c3ccccc23)C(=O)O)cc1 (centres undefined)	1.8	89	95	-2	5	0	-2	92	0
9	Cc1ccc(C(C(=O)NC(C)(C)C)N(Cc2ccco2)C(=O)CCC(=O)Nc2ccccn2)cc1 (centres undefined)	-2.4	103	98	3	-4	3	3	86	-1
10	CCCCC(=O)NC1(C(F)(F)F)C(=O)N(CC(C)C)C2=C1C(=O)CC(C)(C)C2 (centres undefined)	0.2	102	100	-2	5	0	-4	114	7
11	CCn1cc(C(=O)N2CCCc3ccccc32)c2cc(OC)c(OC)cc2c1=O	0.7	82	97	21	3	1	-2	99	-2
12	COc1cccc(N=Nc2c(=O)[nH]n3c(C)cc(C)nc23)c1	14	86	94	0	-3	1	-1	91	2
13	CC(=O)N1[C@H](C)C=C[C@]1(Cc1ccccc1)C(=O)NCCN1CCOCC1	-4.1	97	103	11	4	0	9	94	3
14	CCOc1ccc(CCNC(=O)c2cc3sccc3n2CC)cc1OCC	-1.6	96	95	-11	-7	4	-4	105	-5
15	COc1cccc(CC(=O)NC2CCSc3ccccc32)c1 (centres undefined)	3.3	95	97	2	3	5	-2	104	-4
16	Cc1nn(C)c(Oc2cccc(Cl)c2)c1C(=O)Nc1ccc(F)cc1F	2.5	102	104	10	6	2	1	104	6
17	O=C(NC12CC3CC(CC(C3)C1)C2)c1ccc(-c2ccccc2Cl)o1	0.5	114	110	9	3	1	1	89	-2
18	C=CCn1c(=O)c(C(=O)Nc2ncccc2O)c(O)c2ccccc21	1.4	89	100	5	x	0	x	93	x
19	CCOC(=O)c1ccc2nc(NC(=O)c3ccco3)sc2c1	-1.8	82	95	0	4	1	-1	104	-1
20	Cc1onc(-c2ccccc2)c1CNC(=O)Nc1ccc(F)cc1F	1.0	102	110	3	5	2	-2	94	1
21	CC1CC(C)(C)CC2(C1)NC(=O)N(CC(=O)Nc1ccc3[nH]c(=O)[nH]c3c1)C2=O (centres undefined)	x	94	105	8	-2	0	-6	98	-3
22	COc1ccc2nc(C)cc(N3CC(C)OC(C)C3)c2c1 (centres undefined)	0.5	93	104	15	-1	2	4	96	-3
23	Cc1csc2nc(O)c(C(=O)NC3CCCCC3C)c(=O)n12 (centres undefined)	-3.4	81	84	-3	3	2	3	102	3
24	Cc1ccc(OCC(=O)N[C@@H](C)c2nnc3ccccn23)cc1C	1.5	92	96	20	7	1	1	103	6
25	Cc1nc(CC(=O)N2CCN(c3cccc(C)c3C)CC2)cs1	-2.2	108	102	-10	15	0	7	101	16
26	COc1cccc(NC(=O)CSC2=C(C#N)C(c3ccco3)C3=C(CCCC3=O)N2)c1 (centres undefined)	0.2	95	96	4	11	0	0	97	6
27	N#Cc1cnn2c(-c3ccccc3)ccnc12	-0.1	97	107	8	6	7	2	100	5
28	COc1ccccc1C(=O)NC(=O)COC(=O)c1ccc(Cl)nc1	0.7	78	107	6	5	3	8	106	11
29	CCOc1ccc(NC(=O)N(CCC(C)C)C(C)c2ccco2)cc1 (centres undefined)	0.6	98	101	15	6	4	6	108	7
30	CN(CC(=O)Nc1cccc(S(=O)(=O)N2CCCC2)c1)CC(=O)Nc1ccc(Cl)c(C(F)(F)F)c1	-2.1	99	106	0	0	4	5	106	4
31	C=CCOC(=O)C1=C(C)NC(=O)NC1c1ccc(OC(=O)c2ccco2)c(OC)c1 (centres undefined)	0.3	119	110	-1	3	2	3	98	1
32	CC12CCC(C(=O)N3CCCc4ccccc43)(OC1=O)C2(C)C (centres undefined)	1.4	83	85	34	1	0	1	140	-2
33	COc1cc2c(cc1OC)C(c1cccc(OC)c1OC)CC(=O)N2 (centres undefined)	0.3	100	94	12	4	0	-5	96	4
34	c1ccc(OCc2nnc(-c3ccccc3)o2)cc1	x	99	102	8	7	0	5	96	-1
35	O=C(CSc1nnc(Cc2cccs2)n1C1CCCCC1)N1CCN(C(=O)c2ccco2)CC1	1.2	85	99	13	5	1	7	110	9
36	CC(=O)Nc1ccc(NC(=O)C2CC(=O)N=C(N)S2)cc1 (centres undefined)	1.5	107	x	6	2	0	5	101	6
37	COc1ccc(CNc2nc3nc(C)cc(C)n3n2)cc1OC	0.3	98	104	18	3	1	-6	81	2
38	O=C(c1ccoc1)N1CCC2(CCCN(Cc3ccc(F)c(F)c3)C2)C1 (centres undefined)	0.9	111	92	-13	x	0	x	104	x
39	COc1ccc(-n2cnc3cc(N)ccc32)cc1	-1.3	93	90	9	-1	0	12	101	8
40	CCOC(=O)c1c(N)sc2c1CCS(=O)(=O)C2	0.5	97	102	6	6	0	-1	93	7
41	CCN(CC(=O)Nc1ccccc1OC)C(=O)c1ccc(N(C)S(=O)(=O)c2ccc(C)cc2)cc1	1.5	104	109	2	2	0	-4	101	-2
42	CCOc1ccc(-n2cc(-c3ccccc3)c3c(=O)[nH]cnc32)cc1	-2.8	127	98	14	5	0	2	98	5
43	Cc1cccc(C)c1NC(=O)CSCc1cccc(CSCC(=O)Nc2c(C)cccc2C)n1	-2.9	87	95	14	2	3	3	145	1
44	CCN(Cc1ccccc1)Cc1cc(OC)cc(OC)c1	2.3	102	105	-10	5	1	-1	115	7
45	CC(C)(C)OC(=O)NNC(=O)Nc1ccccc1C(F)(F)F	0.0	x	89	-10	3	0	-1	107	2
46	CCN(CC)CC(=O)N(CC(=O)Nc1c(C)cc(C)cc1C)C1CCCCC1	1.7	88	94	20	4	0	4	104	5
47	COc1ccc(CC(=O)NCCC(C)C)cc1S(=O)(=O)N1CCOCC1	4.0	102	101	7	-1	3	-4	111	-4
48	CCc1ccc(-c2cn3c(n2)SCC3)cc1	-0.1	99	97	11	-11	4	6	98	-6
49	Cc1cc2[nH]c(=O)c(=O)[nH]c2cc1S(=O)(=O)Nc1cccc(F)c1	0.0	96	102	3	2	3	-4	107	5
50	Cc1ccccc1Nc1nc(N)nc(COC(=O)c2cccc(S(=O)(=O)N(C)C)c2)n1	-0.8	97	97	14	0	5	-3	91	-5
51	O=C(O)c1ccc(Sc2nnc(-c3cccc(Br)c3)o2)c([N+](=O)[O-])c1	-2.2	90	100	24	4	1	-1	93	3
52	CS(=O)(=O)Nc1nnc(CCc2ccccc2)s1	-0.4	107	98	5	8	1	4	98	4
53	O=C(CNCc1ccc(F)cc1)Nc1ccc(C(=O)N2CCCCC2)cc1	-0.2	107	105	13	2	1	-2	98	6
54	CSc1nnc(-c2ccccc2)n1C	0.1	96	96	40	4	0	3	86	1
55	COc1cc2c(cc1OC)C(=S)NC(C)(C)C2	0.2	99	110	14	0	0	8	97	5
56	C=CCn1c(=S)[nH]c2sccc2c1=O	-1.8	118	108	3	16	0	5	99	24
57	CCCOc1ccc(-c2nc(OC)c3ccccc3n2)cc1	1.8	102	104	11	0	3	-2	119	1
58	O=C(Nc1cccnc1)c1ccco1	0.1	88	96	23	3	2	-3	100	10
59	Cn1nc([N+](=O)[O-])nc1Sc1nnnn1-c1cccc(C(=O)O)c1	0.8	98	98	10	-2	0	-2	105	4
60	N#CCC(=O)N/N=C/c1cc(Br)ccc1OCc1cccc2ccccc12	0.1	93	101	-5	2	2	-8	90	1
61	C=CCNc1sc(C(=O)c2ccc(C)cc2)c(N)c1C#N	0.5	104	113	7	-1	0	-1	101	-12
62	COc1ccccc1NC(=O)C1=C(C)Nc2nnnn2C1c1ccccn1 (centres undefined)	-0.5	101	105	6	-1	2	4	94	-1
63	CNC(=S)N1CCC(NC(=O)c2ccco2)CC1	2.6	90	100	6	1	0	6	107	9

An excerpt from above in order of length of the SMILES, high to low.
#	compound	MEX-5 binding	CIT2 TOR yeast	AGP1 TOR yeast	VLA-4 inh	BCLXL inh	GRK2 aptamer HTS	GLD-1 RNA inh	Yeast superoxide	MCL1 BIM primary
50	Cc1ccccc1Nc1nc(N)nc(COC(=O)c2cccc(S(=O)(=O)N(C)C)c2)n1	-0.8	97	97	14	0	5	-3	91	-5
51	O=C(O)c1ccc(Sc2nnc(-c3cccc(Br)c3)o2)c([N+](=O)[O-])c1	-2.2	90	100	24	4	1	-1	93	3
49	Cc1cc2[nH]c(=O)c(=O)[nH]c2cc1S(=O)(=O)Nc1cccc(F)c1	0.0	96	102	3	2	3	-4	107	5
59	Cn1nc([N+](=O)[O-])nc1Sc1nnnn1-c1cccc(C(=O)O)c1	0.8	98	98	10	-2	0	-2	105	4
46	CCN(CC)CC(=O)N(CC(=O)Nc1c(C)cc(C)cc1C)C1CCCCC1	1.7	88	94	20	4	0	4	104	5
47	COc1ccc(CC(=O)NCCC(C)C)cc1S(=O)(=O)N1CCOCC1	4.0	102	101	7	-1	3	-4	111	-4
62	COc1ccccc1NC(=O)C1=C(C)Nc2nnnn2C1c1ccccn1 (centres undefined)	-0.5	101	105	6	-1	2	4	94	-1
61	C=CCNc1sc(C(=O)c2ccc(C)cc2)c(N)c1C#N	0.5	104	113	7	-1	0	-1	101	-12
57	CCCOc1ccc(-c2nc(OC)c3ccccc3n2)cc1	1.8	102	104	11	0	3	-2	119	1
55	COc1cc2c(cc1OC)C(=S)NC(C)(C)C2	0.2	99	110	14	0	0	8	97	5
48	CCc1ccc(-c2cn3c(n2)SCC3)cc1	-0.1	99	97	11	-11	4	6	98	-6
56	C=CCn1c(=S)[nH]c2sccc2c1=O	-1.8	118	108	3	16	0	5	99	24
54	CSc1nnc(-c2ccccc2)n1C	0.1	96	96	40	4	0	3	86	1

An excerpt of these results, field by field.
(39) COc1ccc(-n2cnc3cc(N)ccc32)cc1
  MEX-5 binding = -1.3
  CIT2 TOR yeast = 93
  AGP1 TOR yeast = 90
  VLA-4 inh = 9
  BCLXL inh = -1
  GRK2 aptamer HTS = 0
  GLD-1 RNA inh = 12
  Yeast superoxide = 101
  MCL1 BIM primary = 8

(40) CCOC(=O)c1c(N)sc2c1CCS(=O)(=O)C2
  MEX-5 binding = 0.5
  CIT2 TOR yeast = 97
  AGP1 TOR yeast = 102
  VLA-4 inh = 6
  BCLXL inh = 6
  GRK2 aptamer HTS = 0
  GLD-1 RNA inh = -1
  Yeast superoxide = 93
  MCL1 BIM primary = 7

Source: PubChem BioAssay (several laboratories)
